EPAC2 ag – agonists of human EPAC2 (RAPGEF4). EPAC2 activation, biochemical qHTS; response scale: 100% = 6.5 mM cAMP response. Potency, µM (series often up to 154 µM), inactives show at the highest dose activation, actives largely listed as activators. 0.079% of 360,000 active. AID 720711; further: potency means the concentration at half of the fitted maximal effect; nearly all actives have a fitted effect of over 50% in size
Target sequence (Q8WZA2 whole entry, looked up): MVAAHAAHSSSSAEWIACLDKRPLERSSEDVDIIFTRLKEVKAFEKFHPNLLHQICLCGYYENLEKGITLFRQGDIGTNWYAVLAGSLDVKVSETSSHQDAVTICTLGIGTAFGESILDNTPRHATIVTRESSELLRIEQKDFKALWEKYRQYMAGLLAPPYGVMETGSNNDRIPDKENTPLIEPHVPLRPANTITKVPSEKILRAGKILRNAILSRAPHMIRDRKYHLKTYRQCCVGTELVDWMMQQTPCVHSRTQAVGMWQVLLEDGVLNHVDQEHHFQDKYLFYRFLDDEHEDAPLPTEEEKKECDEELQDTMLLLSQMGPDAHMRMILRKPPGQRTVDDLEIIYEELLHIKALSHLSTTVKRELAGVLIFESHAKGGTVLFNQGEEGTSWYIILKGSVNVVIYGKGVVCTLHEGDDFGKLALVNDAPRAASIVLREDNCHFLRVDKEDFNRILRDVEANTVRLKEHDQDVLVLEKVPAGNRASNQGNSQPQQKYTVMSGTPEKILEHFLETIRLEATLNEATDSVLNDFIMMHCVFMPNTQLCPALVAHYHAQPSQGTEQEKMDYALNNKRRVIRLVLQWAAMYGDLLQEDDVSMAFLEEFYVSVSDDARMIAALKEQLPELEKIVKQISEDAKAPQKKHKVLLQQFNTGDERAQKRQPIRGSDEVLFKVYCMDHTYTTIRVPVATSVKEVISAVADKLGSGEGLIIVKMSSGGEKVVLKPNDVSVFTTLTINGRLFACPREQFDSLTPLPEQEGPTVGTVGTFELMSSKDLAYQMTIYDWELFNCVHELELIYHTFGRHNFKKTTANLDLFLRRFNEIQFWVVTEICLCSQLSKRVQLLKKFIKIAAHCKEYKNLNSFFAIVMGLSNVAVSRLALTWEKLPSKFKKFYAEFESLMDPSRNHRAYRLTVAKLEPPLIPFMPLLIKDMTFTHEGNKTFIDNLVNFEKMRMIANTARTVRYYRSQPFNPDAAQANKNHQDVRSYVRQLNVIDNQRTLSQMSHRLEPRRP
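Guanine nucleotide exchange by EPAC2 is measured as reduced fluorescence of BODIPY-GDP once it is released from 250 nM Rap1B. Plates are read kinetically for 30 min at room temperature; results are scaled to 6.5 mM cAMP.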
TGFb SMAD3 inh – inhibitors of TGF-b signaling; HepG2 CAGA-GFP TGF-b/SMAD3 reporter, GFP fluorescence, 18 h; TGF-beta stimulated, 500 pg/mL final; Potency, µM (doses to about 46.1 µM), for the others: at the top dose activity, negative = inhibition, most hits filed as inhibitors; 1.2% of 410,000 active; further: potency means the concentration at half of the fitted maximal effect; on the % scale 0 is the no-effect control and ±100 the full control effect; nearly all actives have a fitted effect of over 65% in size
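Per well, imaged GFP fluorescence of HEPG2 CAGA-GFP cells gives the signal; cells get compound, then TGF-beta (500 pg/mL final), 18 h at 37 degrees C; %Activity versus -TGF-beta and +DMSO controls.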
Nrf2 inh – Nrf2 pathway inhibition. A549 ARE-Fluc reporter, luciferase luminescence, 18-24 h. Potency, µM (titrated, usually from 46 µM), inactives show at the top dose activity change, negative = inhibition, usual class: inhibitors. 2.1% of 360,000 active; further: potency means the concentration at half of the fitted maximal effect; on the % scale 0 is the no-effect control and ±100 the full control effect; nearly all actives have a fitted effect of over 60% in size
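Nrf2 activity is the BugLite luminescence, read 15 min after reagent at room temperature, following CellTiter-Fluor cytotoxicity readout (30 min, 37C). Compound titrations were applied for 18-24 h to 5000 A549 ARE_Fluc cells/well in 5% FBS OPTI-MEM.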
pAkt inh – blocks phosphorylation of Akt; Neuro2A IGF-stimulated pAkt S473 HTRF, 20 min; stronger effect = lower value; activity change, % for hits at 50 µM; 0.32% of 360,000 active; AID 651550; in the data active means activity change below about -80%; inconclusive means mostly about -51% to -80%; further: on the % scale 0 is the no-effect control and ±100 the full control effect
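Neuro2A cells in DMEM with 0.5% FBS, overnight at 37 deg C, given compound at single 50 µM final, then IGF (6 nM final) for 20 min at 37 deg C. Lysed; phospho-Akt Ser473 by HTRF after 24 h, 665/615 ratio.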
CCT chaperon mod – modulators of cytosolic chaperonin (CCT/TRiC) activity; purified chaperonin ATPase assay, HTRF ADP detection, 30 min; AID 651819; 0.3% of 360,000 active; activity change, % (no concentration beside the values), hits read low; in the data active means activity change below about -30%; further: on the % scale 0 is the no-effect control and ±100 the full control effect
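ATPase activity: ADP formed was measured by HTRF Transcreener (665/615 nm ratio) after 30 min at 37 deg C with 10 uM ATP. Compounds screened at one 76 uM concentration against 40 or 20 nM TRiC in Tris pH 7.4/KCl/MgCl2/DTT buffer.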
A549 tox – A549 cytotoxicity, counter-screen for Nrf2 inhibitors; A549 ARE-Fluc cells, CellTiter-Fluor viability, 18-24 h; Potency, µM (doses to about 46 µM), for the others: at the highest dose activity change, negative = cytotoxicity, hits mostly inhibitors; 0.16% of 390,000 active; AID 504648; further: potency means the concentration at half of the fitted maximal effect; on the % scale 0 is the no-effect control and ±100 the full control effect
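A549 ARE_Fluc cells in 5% FBS OPTI-MEM were exposed to compounds in concentration-response for 18-24 h at 37 deg C. Viability was read by CellTiter-Fluor fluorescence (Ex 405/Em 525) after 30 min, before the luciferase read.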
EPAC2 antag – blocks human EPAC2 exchange factor; Q8WZA2; EPAC2 GEF exchange of Rap1B-BODIPY-GDP, fluorescence; Potency, µM (series often up to 114 µM), for inactives: at the top dose activity, negative = inhibition, usual class: inhibitors; 0.18% of 360,000 active; AID 720708; further: potency means the concentration at half of the fitted maximal effect; on the % scale 0 is the no-effect control and ±100 the full control effect; nearly all actives have a fitted effect of over 45% in size; many of its hits are not listed in these tables
MmCpn inh – inhibitors of Methanococcus maripaludis chaperonin (MmCpn); purified Mm-Cpn ATPase, ADP Transcreener TR-FRET; Potency, µM (series often up to 76.9 µM), inactives show top-dose activity, negative = inhibition, actives largely listed as inhibitors; 0.031% of 330,000 active; AID 504842; further: potency means the concentration at half of the fitted maximal effect; on the % scale 0 is the no-effect control and ±100 the full control effect; nearly all actives have a fitted effect of over 80% in size
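Purified archaeal chaperonin (25 nM final) was preincubated with compound for 10 min at 37°C, then ATP (10 uM final) was added for 30 min at 37°C in Tris pH 7.4/KCl/MgCl2/DTT buffer. ADP was quantified by HTRF Transcreener TR-FRET.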
Nrf2 ARE act – Nrf2 pathway activation; AREc32 ARE-luciferase reporter (MCF7-derived line), luminescence, 24 h; Potency, µM (doses to about 46.1 µM), inactives show at the top dose activation, hits mostly activators; 0.31% of 410,000 active; further: potency means the concentration at half of the fitted maximal effect; % of control where 0% means no effect; nearly all actives have a fitted effect of over 65% in size
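Reporter line AREc32 (ARE-Fluc), seeded overnight in OPTI-MEM with 5% FBS; compound pin-transferred, 24 hr at 37 deg C, 5% CO2; luminescent read-out.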
Active calls of the source: *; i = inactive; ? = inconclusive; . = not tested or not shown; [ ] = another dose, or the depositor's remark. Unless noted, the call rests on the fitted dose curve; in most records, active means well fitted curve in the direction sought with a large enough effect; inconclusive means small, poorly fitted or top-dose-only effect, or another doubt; inactive means no such curve, though single readings can be large; an effect the other way counts as inactive or inconclusive. These rows are one share of the data; rates above refer to the full screens.

SMILES | EPAC2 ag | TGFb SMAD3 inh | Nrf2 inh | pAkt inh | CCT chaperon mod | A549 tox | EPAC2 antag | MmCpn inh | Nrf2 ARE act
Cc1ccc(NS(=O)(=O)c2c(C)[nH]c(=O)[nH]c2=O)cc1F | 4% | -2% | 0% | i | -2.0 | 0% | 0% | 2% | -0.3%
Nc1nnnn1/N=C/c1ccccc1 | 4% | 0% | -15% | i | -0.5 | 1% | 5% | 1% | 3.0%
O=C(NC(=S)NNC(=O)c1cccs1)c1ccc(Br)o1 | -2% | ? | ? | . | 1.0 | -19% | 2% | -1% | -0.2%
Cc1cc(C)nc(N/N=C/c2ccncc2)n1 | 9% | 24% | -1% | i | -3.3 | 7% | -2% | -2% | -0.2%
COc1ccc(NC(=O)CN2CCCCC2)cc1 | -2% | 20% | 14% | i | -1.7 | -2% | 11% | -1% | -0.5%
CCCNC(=O)C1(C)CCN(C(=O)c2cc(F)cc(F)c2)C1 (stereo not given) | 2% | 18% | . | i | -0.2 | . | 50%[activator] | . | -0.3%
Cc1nonc1NC(=O)OCCN1CCOC1=O | 6% | -9% | 10% | i | 1.7 | 15% | 13% | 1% | -0.1%
CCOC(=O)C1(CCOC)CCN(C(=O)c2sccc2C)CC1 | 8% | 1% | -6% | i | 0.9 | 1% | 1% | -3% | 0.3%
O=C1CC(N2CCC(c3nc4ccccc4o3)CC2)C(=O)N1c1ccc(F)cc1 (stereo not given) | 6% | 0% | -13% | i | -0.8 | -4% | -10% | -1% | -1.0%
CC1CCCCN1CCNC(=O)Cn1nc(-c2ccccc2)ccc1=O (stereo not given) | 6% | -1% | -15% | i | 0.0 | -1% | -7% | -1% | -0.2%
COc1ccc(CC(=O)Nc2ccc(S(=O)(=O)N3CCCC3)cc2)cc1OC | 8% | -8% | ? | i | -1.7 | -1% | -6% | 1% | 0.0%
CC1=C(C(=O)OCCNC(=O)c2ccccc2O)C(c2ccccc2[N+](=O)[O-])C(C(=O)OCC2CCCO2)=C(C)N1 (stereo not given) | 10% | ? | ? | i | -4.1 | ? | -22% | 3% | 3.9%
CCOC(=O)C1CCN(C(=O)CCC(=O)NCCc2ccc(Cl)cc2)CC1 | 7% | 4% | -4% | i | -1.9 | 7% | 2% | 2% | -0.3%
OC(COc1ccc2cc(Br)ccc2c1)CN1CCOCC1 (stereo not given) | 11% | 1% | -3% | i | -4.3 | 1% | -4% | -3% | 5.1%
COc1ccc(-c2nnnn2CCc2ccccc2)cc1 | 7% | -24% | 7% | . | -2.3 | -11% | 4% | -2% | 0.0%
CCc1ccccc1NC(=O)Cn1nc(CC)n2c(cc3sccc32)c1=O | . | ? | -2% | . | . | 5% | . | . | 0.6%
COc1ccc(C2=NN(CCC(=O)NCc3cccs3)C(=O)CC2)cc1 | -5% | 11% | -2% | i | 0.4 | 2% | 6% | 0% | 0.5%
CCn1c(=O)n(CC)c2cc(S(=O)(=O)Nc3cc(C)cc(C)c3C#N)ccc21 | 4% | 9% | . | i | -1.1 | 6% | 0% | 1% | -0.5%
CCC(=O)N1CCc2cc(S(=O)(=O)N(CC)c3cccc(C)c3)ccc21 | 2% | ? | -9% | i | -2.8 | -3% | -3% | -1% | -0.5%
O=C(O)CC(NCc1ccco1)C(=O)OCCCl (stereo not given) | 9% | -1% | 9% | i | -5.0 | 5% | 3% | 1% | 18%
CCNc1nc(NCC)nc(N(n2cnnc2)S(=O)(=O)c2ccc(C)cc2)n1 | 6% | 0% | 4% | i | 2.4 | -3% | 9% | 1% | -0.1%
O=C(Nc1ccc(F)cc1)c1cc(Cl)sc1Cl | 5% | -15% | 1% | i | -5.3 | 0% | 1% | 0% | 9.9%
CN1CCN(CC(=O)Nc2cccc([N+](=O)[O-])c2)CC1 | -3% | 0% | -15% | i | -0.7 | -8% | -1% | 1% | -0.6%
CCSc1nc2c(c(=O)[nH]1)C(c1ccccn1)C1=C(CC(C)(C)CC1=O)N2 (stereo not given) | 0% | 0% | 5% | i | 0.1 | -5% | 6% | -9% | 0.5%
COc1ccc(C(O)c2nc3ccccc3n2C(C)C)cc1 (stereo not given) | 4% | -19% | 4% | i | -1.6 | -5% | -7% | 1% | 0.2%
C/C(=N\Nc1ccc([N+](=O)[O-])cc1[N+](=O)[O-])C(C)C(C)C (stereo not given) | 6% | -10% | -43% | i | -0.7 | -15% | -14% | 1% | 0.9%
Cc1noc(C)c1CSCC(=O)Nc1ccc(OC(F)F)c(Cl)c1 | 4% | ? | -9% | i | -4.2 | -13% | -1% | 1% | 0.1%
COc1cccc(-c2nc(SCC(=O)NC3CCCC3)c(-c3ccc(F)cc3)[nH]2)c1 | . | ? | 18µM* | . | . | ? | . | . | -0.3%
Cc1cc(C)cc(Nc2cc(C)nc3nncn23)c1 | . | ? | 1% | . | . | 2% | . | . | 16%
CNS(=O)(=O)c1ccc(NC(=S)Nc2ccc3c(c2)OCO3)cc1 | 0% | -19% | 7% | i | 2.1 | 0% | 4% | 2% | 2.7%

Filtered by structure: the entries above containing a furan ring, fused or not (two)
SMILES | EPAC2 ag | TGFb SMAD3 inh | Nrf2 inh | pAkt inh | CCT chaperon mod | A549 tox | EPAC2 antag | MmCpn inh | Nrf2 ARE act
O=C(NC(=S)NNC(=O)c1cccs1)c1ccc(Br)o1 | -2% | ? | ? | . | 1.0 | -19% | 2% | -1% | -0.2%
O=C(O)CC(NCc1ccco1)C(=O)OCCCl (stereo not given) | 9% | -1% | 9% | i | -5.0 | 5% | 3% | 1% | 18%

More entries follow:
SMILES | EPAC2 ag | TGFb SMAD3 inh | Nrf2 inh | pAkt inh | CCT chaperon mod | A549 tox | EPAC2 antag | MmCpn inh | Nrf2 ARE act
Cc1ccc(N2CC(O)=C(c3nc4ccccc4c(=O)[nH]3)C2=N)cc1C | -2% | 14% | -28% | i | -3.1 | -6% | -25% | -5% | 0.3%
CC1(C)CC(=O)C(c2ccccc2)(c2ccccc2)C(=O)C1 | 3% | -23% | 4% | i | -2.0 | -3% | -2% | . | -0.3%
COC(=O)Cc1ccc(NC(=S)NCc2ccc(S(N)(=O)=O)cc2)cc1 | -2% | 8% | 5% | i | 1.4 | -3% | 7% | -2% | -0.1%
Cc1ccc(CSc2nnc(SCC(=O)N/N=C/c3c(C)nn(-c4ccccc4)c3C)s2)cc1 | 12% | -21% | 2% | i | -1.3 | 8% | 5% | 0% | 3.7%
CN1C(=O)c2oc3ccccc3c(=O)c2C1c1ccccn1 (stereo not given) | 6% | -10% | . | i | 0.7 | 0% | -3% | 0% | 0.0%
Cn1c(CNC(=O)CNC(=O)c2ccc(C(C)(C)C)cc2)cc(=O)n(C)c1=O | -2% | 9% | 12% | i | -2.4 | 5% | -1% | 1% | 0.4%
CCn1c(N2CCN(C(=S)NCC(C)C)CC2)nc2ccccc21 | 7% | -1% | ? | i | -0.3 | 1% | 1% | 0% | -0.6%
COc1ccccc1NC(=O)CCC(=O)Nc1cc(OC)c(NC(=O)c2cccs2)cc1OC | 1% | 7% | -10% | i | 0.9 | 0% | 10% | 3% | 5.1%
COc1cc(Cl)c(NC(=O)CC(C)S(=O)(=O)c2cc3c(cc2C)NC(=O)CO3)c(OC)c1 (stereo not given) | . | 4% | ? | . | . | 3% | . | . | 3.6%
COc1ccc(OCC(O)CNC(=O)c2c(-c3ccccc3)noc2C)cc1 (stereo not given) | 0% | 9% | -1% | i | -0.7 | 0% | -5% | 0% | -1.3%
COC(=O)c1cn(CC(=O)Nc2ccccc2C)c2ccccc12 | 0% | -16% | -1% | i | -6.9 | 3% | 7% | 5% | -0.7%
COc1cc(Br)c(C2CC(=O)Nc3cc4c(cc32)OCCO4)cc1OC (stereo not given) | . | -8% | -3% | . | . | -3% | . | . | 3.2%
Fc1ccc(Br)cc1C1C=C(c2cccnc2)Nc2ncnn21 (stereo not given) | -3% | 0% | -13% | i | -0.7 | 21% | 1% | 0% | 2.3%
Cc1nnc(SCc2nnc(-c3ccccc3)o2)n(N)c1=O | -4% | -9% | 9% | i | -1.8 | 0% | -3% | 1% | 0.0%
COc1ccc(C(=O)Nc2cc3c(cc2C(=O)c2ccccc2Cl)OCCO3)cc1 | . | 0% | -31% | . | . | 1% | . | . | 0.3%
CC(=O)N=c1sccn1CC(=O)c1ccc([N+](=O)[O-])cc1 | -2% | 12% | 16% | i | -1.5 | 0% | -2% | 2% | 0.2%
O=C(C1=C[C@@H](c2csc3ccccc23)C[C@@H](OCc2ccc(CO)cc2)O1)N1CCN(Cc2ccccc2)CC1 | 13% | ? | 16µM* | i | -3.3 | -15% | 15% | . | 6.2%
CCOC(=O)c1c(C)n(CC(COC(C)=O)OC(C)=O)c2ccc(OC(C)=O)cc12 (stereo not given) | 9% | 3% | -12% | i | -2.4 | -11% | 0% | -1% | 0.2%

One compound at a time, from the list above. Values in the order: EPAC2 ag	TGFb SMAD3 inh	Nrf2 inh	pAkt inh	CCT chaperon mod	A549 tox	EPAC2 antag	MmCpn inh	Nrf2 ARE act
Shown for CN1C(=O)c2oc3ccccc3c(=O)c2C1c1ccccn1 (stereo not given) = 6%	-10%	.	i	0.7	0%	-3%	0%	0.0%
Shown for CC1(C)CC(=O)C(c2ccccc2)(c2ccccc2)C(=O)C1 = 3%	-23%	4%	i	-2.0	-3%	-2%	.	-0.3%
Shown for COC(=O)c1cn(CC(=O)Nc2ccccc2C)c2ccccc12 = 0%	-16%	-1%	i	-6.9	3%	7%	5%	-0.7%
Shown for COc1ccccc1NC(=O)CCC(=O)Nc1cc(OC)c(NC(=O)c2cccs2)cc1OC = 1%	7%	-10%	i	0.9	0%	10%	3%	5.1%
Shown for CCOC(=O)c1c(C)n(CC(COC(C)=O)OC(C)=O)c2ccc(OC(C)=O)cc12 (stereo not given) = 9%	3%	-12%	i	-2.4	-11%	0%	-1%	0.2%
